# Screens deposited in PubChem by The Scripps Research Institute Molecular Screening Center.
# TEAD-YAP inh = TEAD-YAP interaction inhibition, primary screen, TEAD-YAP interaction inhibitor project, luminescence, HEK-TIYL cells; TEAD-Gal4/YAP UAS-luciferase luminescence; inhibition, % at 9.12 µM; 640,000 tested, 1.4% active; AID 1259422, 2018; in the data active = inhibition above about 32%;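 also: 0% = median of test compound wells and 100% = reference inhibitor wells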
# FBW7 act = FBW7 E3 ligase activators, primary screen, biochemical, AlphaScreen, human; F-box/WD repeat-containing protein 7 (Homo sapiens), Q969H0; AlphaScreen FBW7–phospho-cyclin E peptide binding, activator screen; normalized activity (activation), % at 26.1 µM; 650,000 tested, 0.13% active; AID 1259310, 2017; in the data active = normalized activity above about 1.9%;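 also: purified mutant Fbw7 with reduced substrate affinity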
# MITF inh = MITF inhibitors, primary screen, biochemical, AlphaScreen, human. AlphaScreen MITF homodimerization, bead proximity signal. inhibition, % at 2.6 µM. 650,000 tested, 0.91% active. AID 1259374, 2018; in the data active = inhibition above about 50%;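 also: 0% = vehicle wells with protein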
# Target sequence (O75030 whole entry, looked up): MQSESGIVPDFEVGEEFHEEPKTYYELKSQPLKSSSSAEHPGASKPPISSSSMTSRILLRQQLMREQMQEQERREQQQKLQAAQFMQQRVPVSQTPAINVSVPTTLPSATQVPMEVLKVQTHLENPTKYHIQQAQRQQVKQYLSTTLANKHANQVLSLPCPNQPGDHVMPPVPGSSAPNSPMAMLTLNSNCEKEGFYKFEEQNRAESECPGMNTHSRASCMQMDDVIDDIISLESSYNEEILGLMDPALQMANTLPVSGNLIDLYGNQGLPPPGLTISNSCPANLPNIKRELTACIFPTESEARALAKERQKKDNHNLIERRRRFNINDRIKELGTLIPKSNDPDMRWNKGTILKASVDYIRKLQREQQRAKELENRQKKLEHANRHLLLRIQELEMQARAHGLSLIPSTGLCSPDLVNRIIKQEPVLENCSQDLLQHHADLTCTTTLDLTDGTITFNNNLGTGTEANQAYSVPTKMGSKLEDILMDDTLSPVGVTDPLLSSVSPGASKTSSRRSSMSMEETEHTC
# GPR151 ag = activators of human GPR151, primary screen, cell-based, PathHunter beta-arrestin, luminescence. G-protein coupled receptor 151 (Homo sapiens), Q8TDV0. PathHunter beta-arrestin GPR151 cells. activation, % at 11.2 µM. 650,000 tested, 1% active. AID 1508602, 2020; in the data active = activation above about 4.9%;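 also: 0% = median of compound wells and 100% = cells with positive control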
# Target sequence (Q8TDV0 whole entry, looked up): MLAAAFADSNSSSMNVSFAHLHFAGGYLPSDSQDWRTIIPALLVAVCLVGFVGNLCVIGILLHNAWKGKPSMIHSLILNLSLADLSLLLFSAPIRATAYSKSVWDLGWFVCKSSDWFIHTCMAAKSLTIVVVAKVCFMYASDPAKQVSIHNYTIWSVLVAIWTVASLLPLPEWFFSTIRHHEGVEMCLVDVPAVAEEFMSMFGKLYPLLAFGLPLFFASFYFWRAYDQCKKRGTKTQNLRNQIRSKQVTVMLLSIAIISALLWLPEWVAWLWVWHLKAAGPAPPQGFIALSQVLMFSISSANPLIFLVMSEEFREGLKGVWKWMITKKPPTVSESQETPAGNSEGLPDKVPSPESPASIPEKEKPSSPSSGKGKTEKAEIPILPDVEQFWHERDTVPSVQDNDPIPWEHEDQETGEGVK
# * marks the source's active call; other numbers are inactive results.
SMILES,TEAD-YAP inh,FBW7 act,MITF inh,GPR151 ag
CC(C)(C)NC(=O)CN1CCN(c2nc(-c3ccc(Cl)cc3)cs2)CC1,1,0.1,8,0.1
CCOC(=O)CSC1=C(C#N)C(c2ccc(F)cc2)CC(=O)N1 (stereo not given),42*,0.5,15,-2.1
COCCCNC(=O)/C(C#N)=C/c1cc(C)n(-c2cccc3ccccc23)c1C,47*,0.1,-8,1.3
Cc1ccc(NC(=O)CSc2nc3ccccc3[nH]2)cc1NC(=O)CSc1nc2ccccc2[nH]1,-2,-0.1,-7,-1.5
CCO/N=C/C1=C(O)C(C(=O)OC)C(C)(C)CC1=O (stereo not given),-13,0.0,12,1.9
O=C(Cn1nc2c3ccccc3ncn2c1=O)N1CCCC(c2ccccc2)C1 (stereo not given),4,0.2,0,0.1
CCS(=O)(=O)N1CCN(c2ncnc3c(-c4ccc(OC)cc4)nsc23)CC1,-2,0.0,16,-0.2
Cc1ccccc1NC(=O)c1ccc(F)c(S(=O)(=O)N2CCOCC2)c1,3,-0.2,-5,-0.6
Cc1ccc([N+](=O)[O-])cc1S(=O)(=O)n1c(SCC(=O)c2ccc(Cl)cc2)nc2ccccc21,-7,0.2,-8,-1.0
Cc1cccc(CN2CCN(Cc3nc4c(s3)CCCC4)CC2CCO)n1 (stereo not given),4,-0.1,1,-1.9
CCN(CC)c1ccc2cc(-c3nnc(Nc4cc(F)ccc4C)s3)c(=O)oc2c1,-4,0.1,-4,-0.8
CC(=O)c1c(OC(=O)c2ccc(Cl)cc2)ccc2c(C)cc(=O)oc12,1,-0.1,-5,0.0
Cc1nn2c(NCCO)c3c(nc2c1-c1ccc(F)cc1)CCC3,0,-0.1,4,-0.8
Cn1c(=O)c2c(nc(SCC(=O)NCCc3ccccc3)n2Cc2ccccc2Cl)n(C)c1=O,18,0.1,-4,-0.2
Cc1nc2ccccc2c(=O)n1NCc1cccc([N+](=O)[O-])c1O,-7,-0.2,11,-0.6

# Reformatted: 4 of the compounds above
SMILES: COCCCNC(=O)/C(C#N)=C/c1cc(C)n(-c2cccc3ccccc23)c1C
  TEAD-YAP inh: 47* | FBW7 act: 0.1 | MITF inh: -8 | GPR151 ag: 1.3
SMILES: Cc1ccc(NC(=O)CSc2nc3ccccc3[nH]2)cc1NC(=O)CSc1nc2ccccc2[nH]1
  TEAD-YAP inh: -2 | FBW7 act: -0.1 | MITF inh: -7 | GPR151 ag: -1.5
SMILES: CCO/N=C/C1=C(O)C(C(=O)OC)C(C)(C)CC1=O (stereo not given)
  TEAD-YAP inh: -13 | FBW7 act: 0.0 | MITF inh: 12 | GPR151 ag: 1.9
SMILES: O=C(Cn1nc2c3ccccc3ncn2c1=O)N1CCCC(c2ccccc2)C1 (stereo not given)
  TEAD-YAP inh: 4 | FBW7 act: 0.2 | MITF inh: 0 | GPR151 ag: 0.1

# (next part)
SMILES,TEAD-YAP inh,FBW7 act,MITF inh,GPR151 ag
Cc1cc(C)nc(NC(=S)Nc2ccc(S(N)(=O)=O)cc2)c1,3,0.2,9,-1.3
CN1CCN(C(=O)c2ccc(-c3cccc(C(=O)Nc4ccc(N5CCOCC5)cc4)n3)cc2)CC1,1,-0.1,-1,-2.2
CCOc1cccc2sc(N(CCN3CCOCC3)C(=O)c3ccc(C)cc3C)nc12,5,-0.1,4,-1.3
Clc1ccc(CNc2ncc(-c3ccsc3)n3ccnc23)cc1Cl,-1,-0.1,3,1.0
Nc1nnc(SCC(=O)OCC(=O)Nc2nc(-c3ccccc3)cs2)s1,-2,0.0,-7,1.5
C=CCOc1ccc(/C(O)=C2/C(=O)C(=O)N(Cc3cccnc3)C2c2ccc(OC)cc2)cc1C (stereo not given),10,-0.1,0,0.6
CCn1cc(C(=O)O)c(=O)c2cc(F)c(N3CCN(C(=S)NC(=O)c4ccc(Br)cc4)CC3)cc21,-9,0.1,22,-0.3
O=C(Cc1ccc(Cl)cc1)OCC(=O)c1ccc2c(c1)OCCO2,7,0.6,7,1.6
Cn1cccc1CN1CCN(C(=O)c2ccc(F)cc2)CC1,4,-0.1,53*,-0.3
NN1C(=O)c2cccc3c(C(=O)O)ccc(c23)C1=O,3,0.2,-7,-1.2
Cc1ccc2c(C)c(C(=O)Nc3c(C)n(C)n(-c4ccccc4)c3=O)oc2c1,-2,0.0,-4,0.2
CC(=O)Oc1cncc(C(=O)O)c1,-1,-0.1,-4,1.3
CC12CC(NC(=O)N1c1cccc(C(=O)NC3CCCCC3)c1)c1ccccc1O2 (stereo not given),4,0.1,-3,-0.5
CCC1CCCCN1C(=O)CC1(c2ccccc2C)CC(=O)N(Cc2cccnc2)C1=O (stereo not given),6,0.0,1,-1.1
O=C(O)CC(NS(=O)(=O)c1cccc(Cl)c1Cl)c1ccc(F)cc1 (stereo not given),-11,0.2,7,-0.2
COCCNc1nc(-c2ccc(Cl)cc2)nc2ccccc12,10,0.0,-1,2.6
CS(=O)(=O)c1cccc(S(=O)(=O)N2CCN(c3ccccc3)CC2)c1,-3,0.0,16,-1.5
COC(=O)c1ccc(C(=O)OC)c(NC(=O)COc2ccc(C)cc2C)c1,7,0.3,10,-0.8
CCn1cc(CN2CCN3C(=O)[C@H](Cc4cnc[nH]4)NC(=O)[C@H]3C2)c(C)n1,-13,0.2,13,1.7
COC(=O)C1(C(F)(F)F)N=C2C=CC=CN2C(c2ccc(Cl)cc2)=N1 (stereo not given),-2,-0.1,4,-0.6
CC(=O)c1cc(C(=O)Nc2ccc(I)cc2)oc1C,-34,0.0,-3,1.1
COCCCNC(=O)CSc1ccsc1[N+](=O)[O-],0,-0.1,9,1.3
COC(=O)c1ccc(NC(=O)CN2C(=O)c3ccccc3C2=O)cc1,8,0.1,9,0.0
O=C(NCCc1ccc(O)cc1)c1ccc(-c2csc3ccccc23)s1,3,0.0,25,-1.5
CS(=O)(=O)c1ccc(F)c(NC(=O)c2cccc(C(F)(F)F)c2)c1,-3,-0.1,-9,-2.3
Cc1cc(NC(=O)C2CCN(S(=O)(=O)c3c(C)noc3C)CC2)no1,-9,0.0,-1,0.0
CN(C)CCNC(=O)/C(=C/c1cccnc1)NC(=O)c1ccccc1,11,-0.1,6,0.0
CC1=C(C(=O)OC2CCCCC2)C(c2cc3c(cc2Cl)OCO3)C2=C(CC(C)(C)CC2=O)N1 (stereo not given),-3,0.2,-5,-0.9
COc1ccccc1/C=N/NC(=O)c1ccc(NC(=O)c2ccc(F)cc2)cc1,0,0.1,21,0.6
COc1cc(/C=C2/SC(=S)NC2=O)c([N+](=O)[O-])cc1OC,-13,-0.2,3,0.4
CCC(C)NC(=O)C1CC(c2cccc(Br)c2)=NO1 (stereo not given),-9,0.1,-1,-1.0
C[C@@H](Cn1nnc2ccccc21)NC(=O)Cc1c[nH]c2ccccc12,-6,0.0,-4,0.8
COc1ccc(C(=O)NCC2CCCO2)cc1OC (stereo not given),-10,-0.3,10,0.7
C[C@@H]1NC(=O)[C@@H]2C[C@H](NCc3cnn(-c4cccc(Cl)c4)c3)CN2C1=O,-1,0.0,14,-1.7
O=C(NCCn1nc(-c2cccs2)oc1=O)C1CCCCC1,-3,-0.1,-3,1.9
CC(=O)N(CN1C(=O)C2CCCCC2C1=O)c1ccccc1C (stereo not given),10,0.2,-2,-0.5
CC(C)N(C(=O)CN1C(=O)NC(C)(c2ccc([N+](=O)[O-])cc2)C1=O)C(C)C (stereo not given),0,0.0,1,-0.4
CN1CCN(C(=O)CN(Cc2ccc(Br)cc2)S(=O)(=O)c2ccccc2)CC1,2,0.0,15,-0.5
CCOc1ccc(NC(=O)c2nnn(-c3cccc(C)c3)c2N)cc1,-3,0.0,7,0.4
O=C(OCC1CCCO1)c1cc([N+](=O)[O-])cc([N+](=O)[O-])c1 (stereo not given),-9,0.0,0,-0.2
COc1ccc2cc3c(N)nn(C(=O)c4ccccc4F)c3nc2c1,55*,-0.1,4,-0.1
Cc1cccc(N2C(=O)CSC2c2cccc(Br)c2)c1 (stereo not given),-22,0.0,1,-1.4
C=CCOC(=O)C1=C(C)NC(=O)NC1c1cn(-c2ccccc2)nc1-c1ccc(F)cc1 (stereo not given),-2,-0.1,-11,0.1
O=C(c1cc2c(ccc3ccccc32)oc1=O)N1CCc2ccccc21,-1,-0.1,-10,-0.4
Cc1sc(NC(=O)CN(Cc2ccc(F)cc2)C(=O)c2cccnc2)c(C(N)=O)c1C,3,0.3,2,0.9
O=C(c1nn(-c2ccc(Cl)cc2)c(=O)c2ccccc12)N1CCN(c2ccccc2F)CC1,0,0.0,-1,0.0
Cc1cc2c(=O)n(CC(=O)N3CCC(Cc4ccccc4)CC3)cnc2s1,0,-0.1,-5,2.3
COc1cccc2sc(NC(=O)c3ccc(C(C)=O)cc3)nc12,-14,0.1,12,2.2
CCOC(=O)c1ccc(NC(=O)c2cccc(C)c2[N+](=O)[O-])cc1,-7,0.1,10,2.1
Cc1cccc(N2CCN(Cc3cnc(Cl)s3)CC2C)c1 (stereo not given),-11,0.0,3,-1.3
COc1ccc(/C=C(/C#N)C(=O)Nc2cccc(C(F)(F)F)c2)cc1OC,-4,0.1,10,-0.4
Cc1ccc(N2CC(=O)Nc3ccccc3S2(=O)=O)cc1C,52*,-0.1,17,0.8
O=C(N/N=C/c1cccc(O)c1O)c1ccccc1I,6,-0.6,33,-0.5
Cc1ccc(NC(=O)c2c(C)nc3ccc(C)cn23)c(C)c1,-6,0.1,16,-1.0
O=C(NCCCN1CCCc2ccccc21)c1cc(COc2ccccc2)on1,-65,-0.2,12,2.3
CN(C)C(=O)c1ccc(N=Cc2c(O)n(-c3ccc(Cl)cc3)c(=O)[nH]c2=O)cc1,6,0.1,-2,0.0
COc1ccc(OCCSc2nc3ccc(Br)cc3[nH]2)cc1,-12,-0.1,-10,-0.6
CC1=C(C(=O)Nc2ccc(C(=O)O)c(Cl)c2)SCCO1,18,-0.1,4,-1.8
CCC(=O)Oc1ccc2c(=O)c(Oc3ccccc3Br)coc2c1,-1,0.6,16,0.4
N=c1n(CC(N)=O)c2ccccc2n1Cc1ccccc1Cl,-7,0.1,-12,2.4

# Complete entries as entered above.
# CCC(C)NC(=O)C1CC(c2cccc(Br)c2)=NO1 (stereo not given) as listed: TEAD-YAP inh = -9; FBW7 act = 0.1; MITF inh = -1; GPR151 ag = -1.0
# Cc1ccc(N2CC(=O)Nc3ccccc3S2(=O)=O)cc1C as listed: TEAD-YAP inh = 52*; FBW7 act = -0.1; MITF inh = 17; GPR151 ag = 0.8

# Other entries follow.
SMILES,TEAD-YAP inh,FBW7 act,MITF inh,GPR151 ag
N#Cc1c2ccc([N+](=O)[O-])cc2c(N)n2c1nc1ccccc12,6,0.2,13,0.4
O=C(Cc1ccc(F)cc1)Nc1ccc2c(c1)OCCO2,-29,0.0,-5,-1.3
CCOC(=O)c1c(C)[nH]c(NC(=O)Nc2ccc(OCC)cc2)c1C,3,-0.2,-6,6.0*
CC(=O)c1ccc(Nc2nc(-c3cc4cc(Cl)ccc4oc3=O)cs2)cc1,18,0.4,14,0.1
Cc1ccc(S(=O)(=O)c2cnc(-c3cccnc3)nc2-c2ccccn2)cc1,-3,-0.3,-6,-0.5
COc1ccc(/C=C/C(=O)Nc2sc3c(c2C(=O)O)CCC3)cc1,-1,-0.1,6,0.4
C=C(C)CN1C(=O)NC(CC)(C2CCN(Cc3cccn3-c3cccnc3)CC2)C1=O (stereo not given),6,0.2,5,-0.3
COc1ccc(CCNc2nc(C)c(CC(=O)O)s2)cc1OC,1,0.1,4,0.9
OCCCNc1cc(-c2cccnc2)nc(-c2ccccc2)n1,16,0.3,14,0.1
O=C(NCC1CCCO1)c1cccnc1SCc1cccc(Br)c1 (stereo not given),5,-0.1,5,0.2
Cc1nc(NC(=O)CSc2nnc(C3CC3)n2Cc2ccccc2)sc1C,-1,-0.1,6,-0.9
O=C(/C=C/c1ccco1)NNC(=O)C1CC1,-12,0.1,4,-1.8
COC(=O)CN1C(=S)N(c2ccccc2)C(=O)C1CC(=O)Nc1ccc(OC)cc1 (stereo not given),6,-0.1,-1,-0.6
NC(=O)c1ccc(NC(=O)C2CCCN2/C=C/C(=O)C(F)(F)F)cc1 (stereo not given),-1,-0.1,5,0.0
O=C(COc1ccccc1)Nc1ccc2c(c1)OCCO2,-20,0.2,19,-0.8
CCCNC(=O)COc1ccc(C)cc1Br,-33,-0.1,3,-1.6
CCOC(=O)c1sc(N2C(=O)C(=O)/C(=C(/O)c3ccccc3)C2c2ccc(C(C)(C)C)cc2)nc1C (stereo not given),-2,0.1,-4,0.4
Cc1[nH]nc(-c2ccc(O)cc2O)c1-c1ccc2c(c1)OCCCO2,13,-0.1,-5,-0.7
COC(=O)C1=CN(C2CC2)C=C(C(=O)OC)C1c1cc(Br)c(OC)c(OC)c1,-18,0.3,-17,0.6
O=C(COc1ccccc1[N+](=O)[O-])N1c2ccccc2CCc2ccccc21,10,0.1,-5,2.5
COc1cccc(C2=CC(c3ccc(OC)c(OC)c3)NC(=S)N2)c1 (stereo not given),6,0.1,12,0.4
CC(C)N(CCNc1nc(Nc2nccc3ccccc23)nc2c1ncn2C1CCCCC1)C(C)C,-4,-0.1,-12,-2.2
CC1CCCC(C)N1C(=O)COC(=O)c1ccc2c(c1)OCO2 (stereo not given),-2,0.1,13,-2.3
